# Screening data (PubChem BioAssay)
# ROC1-CUL1 inh = blocks human RBX1-Cullin-1 di-ubiquitin formation; P62877+Q13616; inhibition, % at 10 µM; in vitro K48 di-Ub FRET, acceptor:donor ratio, 45 min; 140,000 compounds, 0.6% hits; in the data active = inhibition above about 25%
# Target sequence (P62877 whole entry, looked up): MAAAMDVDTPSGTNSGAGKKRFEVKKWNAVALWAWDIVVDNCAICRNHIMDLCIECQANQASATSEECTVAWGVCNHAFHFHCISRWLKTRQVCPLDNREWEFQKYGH
# Target sequence (Q13616 whole entry, looked up): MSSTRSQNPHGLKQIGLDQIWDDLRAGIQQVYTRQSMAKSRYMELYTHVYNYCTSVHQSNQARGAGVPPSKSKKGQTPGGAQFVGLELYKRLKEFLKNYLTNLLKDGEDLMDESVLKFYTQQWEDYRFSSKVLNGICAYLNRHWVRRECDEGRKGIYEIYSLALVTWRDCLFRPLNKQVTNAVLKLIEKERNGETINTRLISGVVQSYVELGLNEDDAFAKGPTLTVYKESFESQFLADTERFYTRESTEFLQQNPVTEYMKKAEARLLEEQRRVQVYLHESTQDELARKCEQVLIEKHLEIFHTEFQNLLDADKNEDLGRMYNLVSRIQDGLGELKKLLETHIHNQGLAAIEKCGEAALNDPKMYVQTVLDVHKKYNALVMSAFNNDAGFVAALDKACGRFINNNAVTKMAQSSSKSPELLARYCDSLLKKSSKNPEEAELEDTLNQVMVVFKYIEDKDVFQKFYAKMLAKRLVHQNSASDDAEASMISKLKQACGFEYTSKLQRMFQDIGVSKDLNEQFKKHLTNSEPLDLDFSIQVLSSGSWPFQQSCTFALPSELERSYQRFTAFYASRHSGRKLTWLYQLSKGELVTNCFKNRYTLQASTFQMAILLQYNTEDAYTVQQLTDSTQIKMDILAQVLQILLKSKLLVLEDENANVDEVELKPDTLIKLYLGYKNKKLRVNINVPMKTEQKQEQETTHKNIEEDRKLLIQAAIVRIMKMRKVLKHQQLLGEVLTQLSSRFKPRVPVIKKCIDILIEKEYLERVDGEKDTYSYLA
# * marks the source's active call; other numbers are inactive results. The list is partial; rates above refer to the full screens.
ROC1-CUL1 inh	smiles
-10	CCOC(=O)c1c(-c2ccc([N+](=O)[O-])cc2)csc1N
2	O=S(=O)(Nc1ccccc1-n1cccc1)c1ccc(F)cc1
1	COc1cc(C(=O)N/N=C/C(C)=C/c2ccco2)cc(OC)c1OC
4	C=CCOc1ccc(C2C3=C(CC(C)(C)CC3=O)N(Nc3ccccc3)C(=N)C2C#N)cc1OC (stereo not given)
-1	CC(=O)Nc1ccc(C)cc1-c1nc2ccccc2n(Cc2cccc(Br)c2)c1=O
-4	CCOC(=O)c1cc2ccccc2n1CC#N
-4	c1ccc2c(-c3ccncc3)c[nH]c2c1
5	COc1cc(C)c(S(=O)(=O)n2c(C)nc3ccccc32)cc1C
1	N#CSc1ccc(N=CC2C(=O)NC(=O)N(c3cccc(Cl)c3)C2=O)cc1 (stereo not given)
6	COc1cccc(CNc2nc(SC)ncc2CO)c1
-3	COc1ccccc1N1CCN(C(=O)c2cc3ccc4ccc(C)[nH]c4c3n2)CC1
-1	CC(=O)Nc1nc2nc(C(F)(F)F)cc(=O)n2[nH]1
4	CCn1c(C)c(C)c2cc(C(=O)NCCCN3CCCCC3)ccc21
-3	CCn1nc(C(=O)Nc2ccc(C)c(C)c2)c(Cl)c1Cl
0	N#Cc1c(-c2ccccc2)cc(-c2ccccc2)nc1SCC(=O)Nc1ccc(Cl)cc1
8	CCc1ccc(NC(=O)N2c3ccccc3Sc3ccccc32)cc1
-5	COc1cccc(CN2C(=O)c3ccccc3Sc3ccc(C(=O)NCCc4ccc(Cl)cc4)cc32)c1
7	COc1ccc(F)c(CC2(CCC(=O)N3CCN(Cc4ccccc4OC)CC3)CCC(=O)N2)c1 (stereo not given)
-4	Cc1nc(N2CCCC2C(=O)NCC2(O)CCCCC2)nc2cc(S(C)(=O)=O)ccc12 (stereo not given)
5	Cc1ccc(CNc2ccc(C(=O)O)cc2C)cc1
3	Cc1cc(C)c(NC(=O)C(C)n2nc(-c3ccc(C)c(C)c3)ccc2=O)c(C)c1 (stereo not given)
3	Cc1nnc(NC(NC(=O)OC(C)C)(C(F)(F)F)C(F)(F)F)s1
-7	c1ccc(Cc2nnc(SCc3nc(-c4cccs4)no3)n2-c2ccccc2)cc1
-2	COCCc1nc2ccc(C(=O)N3CCCCC3CCc3ccccn3)cc2o1 (stereo not given)

# In a second layout: results already given.
CCn1nc(C(=O)Nc2ccc(C)c(C)c2)c(Cl)c1Cl
  ROC1-CUL1 inh = -3

CCc1ccc(NC(=O)N2c3ccccc3Sc3ccccc32)cc1
  ROC1-CUL1 inh = 8

CCn1c(C)c(C)c2cc(C(=O)NCCCN3CCCCC3)ccc21
  ROC1-CUL1 inh = 4

# (cont.)
ROC1-CUL1 inh	smiles
-6	Nc1c(C(=O)c2ccccc2)sc2nc3c(c(-c4cccs4)c12)-c1ccccc1C3=O
-2	CC(C)C(=O)Nc1cc(Cl)ccc1N1CCN(C(=O)C(C)C)CC1
-1	Cc1ccccc1-n1c(=S)[nH]c2sc3c(c2c1=O)CCCC3
-10	Cc1ccc(NC(=O)c2nc3ccccc3s2)cc1
-3	Cc1ccc(Cn2c(=O)n(-c3cccc(C(F)(F)F)c3)c(=O)c3c(C)c(C)sc32)c(C)c1
-3	Cc1ccc(-c2csc(=Nc3ccc(F)cc3)n2CCCCCCO)cc1
4	CC(C)Oc1ccc(CNS(=O)(=O)c2csc(C(N)=O)c2)cc1
-7	N#Cc1c(N)n(-c2cccc(Cl)c2)c2nc3ccccc3nc12
3	Cc1ccc(N2C(=O)c3ccc(C(=O)N4CCN(c5ccc(C)c(C)c5)CC4)cc3C2=O)cc1
6	CC(=O)N1CCC(Oc2ccc(Cl)cc2C(=O)NC2CC(=O)Nc3ccccc32)CC1 (stereo not given)
4	COc1cccc(CN2CCCC3(CCN(C(=O)c4cscn4)C3)C2)c1OC (stereo not given)
8	COc1ccc(S(=O)(=O)NCc2ccccn2)cc1
2	CC(C)C(=O)Nc1cccc(C(=O)OCc2c(F)cccc2Cl)c1
14	O=C(CCN1CCCCC1)Nc1ccc(C2CCCC2)cc1
-6	CN1CCN(C2Cc3cc(Cl)ccc3Sc3cc(F)ccc32)CC1 (stereo not given)
-3	Cc1cccc(Nc2ccc([N+](=O)[O-])cn2)c1
39*	Oc1ccc(NCc2cccc(OCc3ccc(Cl)cc3Cl)c2)cc1
5	COc1ccc([C@@H]2Sc3ccccc3NC(=O)[C@@H]2O)cc1
1	COc1ccccc1OCCCn1c(-c2ccc(Cl)cc2)nc2ccccc2c1=O
0	CC(C)c1ccc(C2=N/C(=C\c3ccc(-c4cc(Cl)ccc4Cl)o3)C(=O)O2)cc1
9	CCOc1ccc(C(=O)Nc2cccc(C)n2)cc1Br
9	COC(=O)C(NC(=O)c1ccc(C)cc1)(Nc1cc(C)cc(C)n1)C(F)(F)F (stereo not given)
-1	Cc1cccn2c(=O)c3cc(C(=O)NC4CCCCC4)c(=N)n(Cc4ccccc4)c3nc12
7	Nc1ccc(Sc2cnn(-c3ccccc3)c(=O)c2Cl)cc1
2	COc1cc(NC(=O)c2ccc(OC(C)=O)c(OC)c2)c(C(=O)O)cc1OC
-2	O=C1NN(c2ccc(F)cc2)C(=O)/C1=C/c1cccs1
-3	COc1cccc(N2C(=O)CC(N3CCOCC3)C2=O)c1 (stereo not given)
-3	COc1ccc(-c2coc3c2c(C)cc2oc(=O)c(C)c(C)c23)cc1
-5	COC(=O)C(C)N1C(=O)S/C(=C/c2ccc(N3CCOCC3)o2)C1=O (stereo not given)
-3	CC(C)CN(CC(C)C)C(=O)Cc1coc2ccc3ccccc3c12
0	CCC(=O)Nc1ccc(-c2nc3ncccc3o2)cc1C
-5	CC1=NC(=S)NC(c2ccc(OCC(C)C)c3ccccc23)C1C(=O)Nc1ccccc1 (stereo not given)
13	CC1CCN(S(=O)(=O)N2CCN(c3ccccc3Cl)CC2)CC1
21	COc1c(I)cc(I)cc1/C=C1/C(=O)NN(c2ccccc2)C1=O
2	CC1CCN(CCc2nc3cc(NC(=O)C(C)C)ccc3n2C)CC1
-2	O=C(Cn1nc(C(F)(F)F)c2c1CCCC2)Nc1ccc(F)c(Cl)c1
-11	COC(=O)c1ccc(Cn2cnc3scc(-c4ccc(OC)cc4)c3c2=O)cc1
3	CCn1nnc2cc(C(=O)Nc3ccc(Cl)cc3C)ccc21
4	Cc1cccc(-c2noc(CN(C(=O)COc3ccc(C(C)C)cc3)C(C)C)n2)c1
7	COc1c(S(=O)(=O)NC2CC(C)(C)NC(C)(C)C2)ccc(Cl)c1Cl
-2	Cc1cc(NC(=O)c2cccc(Cl)c2Cl)ccc1-c1cc2ccccc2oc1=O
0	CC(C)(C)CC(C)(C)c1ccc(OCC(=O)N/N=C/c2ccncc2)cc1
-9	Cc1ccc(N2C(=O)C(Cl)=C(N3CCCCC3)C2=O)cc1Cl
5	CCOC(=O)Nc1cccnc1Sc1ccc(Cl)cc1
5	CCc1nnc(NC(=O)CSc2nccn2Cc2ccc(C)cc2)s1
4	Cc1cc(C)c(NC(=O)Cn2c(=O)n(CCC(C)C)c(=O)c3cccnc32)c(C)c1
0	COc1ccc([C@@H](C)NC2CCN(c3ccc(C(=O)NCc4ccc5c(c4)OCO5)cc3)CC2)cc1
-6	O=C(COc1cc(Cl)c(Cl)cc1Cl)N=Nc1c(O)[nH]c2ccc(Br)cc12
-3	Cc1c(C(=O)NCc2ccccc2)sc2nc3n(c(=O)c12)CCCCC3
-2	COc1cccc(CNC(C)c2ccccc2)c1OCc1ccccc1 (stereo not given)
1	CC(C)CN(C)Cc1cnc(S(=O)(=O)CC2CC2)n1CC1CCCO1 (stereo not given)
0	C=CCCCCCCCCC(=O)Nc1ccccc1Br
-17	O=[N+]([O-])c1cccc(NCCNc2cccc([N+](=O)[O-])c2)c1
6	O=C(Cc1cccc2ccccc12)N/N=C/c1ccc(Sc2nnnn2-c2ccccc2)o1
13	Cc1occc1C(=O)NCc1cccnc1N1CCN(C)CC1
-2	COC(=O)C1C(=N)N(c2cccc(Cl)c2C)C2=C(C(=O)CCC2)C1c1ccc2c(c1)OCO2 (stereo not given)
4	COC(=O)C1=C(C)OC(=N)C(C#N)C1c1ccccc1F (stereo not given)
-7	COc1ccccc1C1(CC(=O)N2CCN(c3ccccc3)C(=O)C2)CC(=O)N(C2CCCC2)C1=O (stereo not given)
1	CC12CCC(C(=O)N(c3ccc(OC(F)(F)F)cc3)C1=O)C2(C)C (stereo not given)
13	CC1=CN2C(=N)/C(=C/c3ccc(OCCOc4c(C)cccc4C)c(Br)c3)C(=O)N=C2S1

# Next part
ROC1-CUL1 inh	smiles
2	Cc1ccc2c(Cl)c(C(=O)N/N=C/c3cccc(O)c3)sc2c1
-7	CC(NC(=O)c1ccc2c(c1)sc1nc(-c3ccc(F)cc3)cn12)C12CC3CC(CC(C3)C1)C2 (stereo not given)
4	CC(NC(=O)c1ccc(N2CCC(NCc3ccc4c(c3)OCO4)CC2)cc1)c1ccccc1 (stereo not given)
-1	CC1CCN(S(=O)(=O)c2ccc(-c3csc(-c4cccnc4)n3)cc2)CC1
1	S=c1[nH]nc(CCc2n[nH]c(=S)n2/N=C/c2ccccc2)n1/N=C/c1ccccc1
-4	CCN(CC)CCOC(=O)c1ccc(NC(=O)c2ccc(F)cc2)cc1
9	CCCCCOc1ccc(C2c3c(oc4ccccc4c3=O)C(=O)N2c2nc(C)c(C)s2)cc1OCC (stereo not given)
14	C=CCC(O)(CC=C)CNC1CCN(c2ccc(CC(=O)NCc3ccccc3)cc2)CC1
9	COC(=O)c1c(NC(=O)CCCOc2cccc(C)c2)sc2c1CCC(C)C2 (stereo not given)
-1	Cc1cc(C)c2nc(N(Cc3cccnc3)C(=O)c3ccc(S(=O)(=O)N(C)C)cc3)sc2c1
-1	Cc1ccc(Cl)cc1NC(=O)C1CCN(c2nc3ccccc3n3cccc23)CC1
10	O=C(Nc1ccccc1Cl)N1CCC(CN2CCCCC2)CC1

# Some of the entries above, set out differently:
C=CCC(O)(CC=C)CNC1CCN(c2ccc(CC(=O)NCc3ccccc3)cc2)CC1
- ROC1-CUL1 inh: 14

COC(=O)c1c(NC(=O)CCCOc2cccc(C)c2)sc2c1CCC(C)C2 (stereo not given)
- ROC1-CUL1 inh: 9

Cc1cc(C)c2nc(N(Cc3cccnc3)C(=O)c3ccc(S(=O)(=O)N(C)C)cc3)sc2c1
- ROC1-CUL1 inh: -1

Cc1ccc(Cl)cc1NC(=O)C1CCN(c2nc3ccccc3n3cccc23)CC1
- ROC1-CUL1 inh: -1

# Going on with the list.
ROC1-CUL1 inh	smiles
4	COc1ccccc1CNC(=O)CCC1(Cc2ccc(OC)c3ccccc23)CCC(=O)N1 (stereo not given)
-6	CCc1ccccc1NC(=O)CSCC(=O)Nc1ccc(C)cc1
5	CCn1c(CNC(=O)c2ccccc2F)nnc1SCC(=O)Nc1ccc(C(C)C)cc1
5	CCC(CC)C(=O)Nc1ccccc1OC
1	CCOC(=O)c1cnc2cc(C(F)(F)F)ccc2c1N1CCN(C(C)=O)CC1
5	CCOC(=O)c1nc(C)c(-c2ccccc2)c(-c2ccccc2)c1C
3	O=C(CSc1nnc(Cc2ccccc2)n1Cc1ccccc1)Nc1cccc2ccccc12
-4	CN1CCN([C@@H]2CCN(C3CCN(c4ccc5c(c4)CCC5)CC3)C[C@H]2O)CC1
2	COc1cccc2c1OCC(NCCc1ccco1)C2 (stereo not given)
11	C/C(=N\NC(=O)c1ccccc1)C1C2C=CC(C2)C1(C)C (stereo not given)
-7	CC(=O)OC1CCC2(C)C(CCC3(C)C2CCC2C4C5(CCC23C)CCC4(C(C)(O)CO)OC5=O)C1(C)C (stereo not given)
-5	CC(=O)c1ccc(NC(=O)Cn2cc(S(=O)(=O)Cc3cccc(Cl)c3)c3ccccc32)cc1
7	Oc1ccc(/C=N/Nc2nc(-c3ccccc3Cl)nc3ccccc23)c(O)c1
14	Cc1ccc(C)c(NC(=O)Nc2ccc(F)cc2)c1
5	CSc1ccc(C2NC(=O)c3c(sc4c3CCN(C)C4)N2)cc1 (stereo not given)
3	Cc1nn(C)c(C(=O)N2CCOCC2)c1Cl
0	CCOc1cccc2sc(N(Cc3cccnc3)C(=O)C3CCCCC3)nc12
-2	COc1ccc(-c2nc3c(c(SCc4cc(C)ccc4C)n2)Cc2c(CO)cnc(C)c2O3)cc1
-7	CCOC(=O)N1CCN(C(=O)CCSc2ccccc2)CC1
-10	CCc1ccccc1NC(=O)c1nnn(-c2cc(C)ccc2Cl)c1C
-1	Cc1ccc(C)c(N2CCN(S(=O)(=O)c3ccc4c(c3)CCCN4C(=O)C3CCC3)CC2)c1
-8	Nc1ccc(C(=O)N2CCc3[nH]nc(-c4cc(F)cc(F)c4)c3C2)cn1
2	C=CCn1c(SCC(=O)Nc2ccc(C(=O)OC)cc2)nnc1-c1ccc(Br)cc1
-1	CN(c1ccc(Cl)cc1)S(=O)(=O)c1nnc(NC(=O)C2CCCCC2)s1
6	O=S(=O)(Cc1ccc(Br)cc1)N1CCN(c2ccccc2)CC1
8	CCOc1cc(C=C2C(=O)OC(C)(C)OC2=O)ccc1OCC#N
7	NC(=O)c1c(NC(=S)NC(NC(=O)c2ccccc2)C(Cl)(Cl)Cl)sc2c1CCCC2 (stereo not given)
11	CCOC(=O)N1CCN(c2ncccn2)CC1
-10	O=C(Cn1c2ccccc2n2ncnc12)c1ccccc1
-9	CCc1c(C)sc(NC(=O)c2cc(Br)c(Br)s2)c1C(=O)Nc1ccccc1OC
-2	COc1ccccc1N1C[C@@H]2C[C@@H](c3ccc(C#CCCO)cc3)N3CCC[C@@]23C1=O
0	Nc1nc2c(s1)COc1ccc(Br)cc1-2
-5	Cc1ccc(S(=O)(=O)N2CCN(C(=O)c3ccncc3)CC2)cc1C
3	Cc1ccc(OCCCC(=O)Nc2sc3c(c2C(N)=O)CCC(C)C3)cc1 (stereo not given)

# An excerpt from above in order of their number in ROC1-CUL1 inh, low to high.
ROC1-CUL1 inh	smiles
-3	Cc1ccc(-c2csc(=Nc3ccc(F)cc3)n2CCCCCCO)cc1
-2	COc1ccc(-c2nc3c(c(SCc4cc(C)ccc4C)n2)Cc2c(CO)cnc(C)c2O3)cc1
7	COc1ccc(F)c(CC2(CCC(=O)N3CCN(Cc4ccccc4OC)CC3)CCC(=O)N2)c1 (stereo not given)
